S3 lipid droplet – qHTS Assay for Lipid Storage Modulators in Drosophila S3 Cells; actives 0.64% (n = 320,000); Potency in µM for hits, for the others lipid storage change, negative = inhibition, % at the top dose, mostly 46.1 µM; Drosophila S3 cells, BODIPY lipid droplet fluorescence, 18-24 h; cells fed with added oleic acid; AID 2685, 2010; active means well fitted inhibition curve with a large enough effect in the signal ratio, with a control signal flat, not every such curve was filed as active; inconclusive means small, poorly fitted or top-dose-only effect, or effect the other way, or a change in a side signal; the % refers to the signal ratio
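Drosophila S3 cells loaded with oleic acid (400 uM, as added) and compounds at several concentrations; lipid droplets imaged by 488-nm laser-scanning cytometry, 500–530 nm intensity and object ratio to cell channel. Percent activity normalized to 20 uM Triacsin C.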
S3 lipid droplet cell count max – recorded beside S3 lipid droplet, whose call it bears; cell number change, %; measured here: cell count max response;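 cells counted by Cell Tracker Red CMTPX staining in the red channel; peak over a dose series mostly up to 46.1 µM; percent activity relative to internal control wells on each plate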
* hit, by the source's call; i = inactive; ? = inconclusive; · = no result given; & = joins results of further samples; [ ] = remark or other dose. On the % scale 0 is the no-effect control and ±100 the full control effect; potency means the concentration at half of the fitted maximal effect. An excerpt; the hit share may differ from the screen's.

The opening two entries as a preview:
Compound,S3 lipid droplet cell count max,S3 lipid droplet
CCOC(=O)c1c(-c2cccc([N+](=O)[O-])c2)csc1NC(=O)C1CC1,·,?
CCOC(=O)c1cc(C(=O)NC(C)c2ccccc2)c(C)[nH]c1=O (configuration not stated),6,22%

Results, previewed entries included:
Compound,S3 lipid droplet cell count max,S3 lipid droplet
CCOC(=O)c1c(-c2cccc([N+](=O)[O-])c2)csc1NC(=O)C1CC1,·,?
CCOC(=O)c1cc(C(=O)NC(C)c2ccccc2)c(C)[nH]c1=O (configuration not stated),6,22%
COc1ccc(C(=O)Nc2ncccc2C)cc1S(=O)(=O)N1CCOCC1,·,?
CC(C)C(c1nnnn1C1CCCC1)N1CCCc2ccccc21 (configuration not stated),·,?
CN1CCN(/N=C/c2ccc(N(c3ccccc3)c3ccccc3)cc2)CC1,·,?
Cc1ccc(N2CCN(C3=NC(=O)/C(=C\c4cn[nH]c4-c4ccccc4)S3)CC2)cc1,0,7%
COC(=O)c1ccc2nc(Nc3nc4ccc(F)cc4s3)sc2c1,·,?
CCOc1ccc(NC(=O)Nc2ccc3c(c2)nc(C)n3C)cc1,20,12%
CC(C)(C)c1cc(Br)ccc1OCC(=O)Nc1ncn[nH]1,·,?
COc1ccc(Nc2ncc3c(n2)CC(c2ccc(OC)cc2)CC3=O)cc1 (configuration not stated),·,?
CC(Oc1ccc(F)cc1Br)c1nc2ccccc2c(=O)[nH]1 (configuration not stated),·,?
NC(=O)CCN1CCC(c2nc3ccccc3s2)CC1,·,?
CCn1c(CNC(=O)Cc2ccc(OC)cc2)nnc1SCC(=O)c1ccc(Br)cc1,·,?
Cc1ccc(C(=O)NC(C)CCc2ccccc2)cc1[N+](=O)[O-] (configuration not stated),·,0%
CSc1cccc(NC(=O)CNC(=O)c2ccc3c(c2)OCO3)c1,·,?
CCCc1nc2c(sc3nc4c(cc32)COC(C)(C)C4)c(=O)n1CCN(C)C,-3,-8%
CCO[C@H]1OC(C(=O)Nc2ccccc2)=C[C@@H](c2cn(C(C)=O)c3ccccc23)[C@@H]1CCCO,14,9%
COc1cccc(CCN2CCC(CNS(=O)(=O)c3cc(-c4cc(C)no4)ccc3OC)CC2)c1,·,?
O=C(c1ccc(CS(=O)(=O)c2ccc(Br)cc2)o1)N1CCN(c2ncccn2)CC1,·,?
CC1CCc2c(sc(NC(=O)Cn3cnc([N+](=O)[O-])n3)c2C(N)=O)C1 (configuration not stated),·,?
COc1ccc2c(c1)c(CC(=O)Nc1nnc(C3CC3)s1)c(C)n2C(=O)c1ccc(Cl)cc1,-8,10%
CCC1Oc2ccc(C)cc2N(CC(=O)N(Cc2ccc3c(c2)OCO3)CC2CCCO2)C1=O (configuration not stated),·,?
O=C(Nc1c2c(nn1-c1cccc(Cl)c1)CS(=O)(=O)C2)c1cccs1,2,-22%
CCOC(=O)N1CCN(c2c(Nc3ccc4c(c3)OCCO4)c(=O)c2=O)CC1,9,-3%
C=CCNC(=O)c1ccccc1NS(=O)(=O)c1ccccc1,·,?
O=C(NC1=NCCS1)c1cccc(S(=O)(=O)N2CCCCC2)c1,·,?
OC(COc1ccc(OCC(O)CN2CCCCCC2)cc1)CN1CCCCCC1 (configuration not stated),-8,14%
Cc1nn(C)c(C)c1S(=O)(=O)N(CC(=O)N1CCc2ccccc2C1)c1ccc(C(C)C)cc1,·,0%
CCn1c(CC(=O)Nc2ccccc2)nnc1SCc1nc2ccccc2c(=O)[nH]1,-14,2%
O=C(Nc1nnc(C2=COCCO2)o1)c1ccc(Cc2ccccc2)cc1,·,?

More structures follow.
Compound,S3 lipid droplet cell count max,S3 lipid droplet
COc1ccc(CC(=O)Nc2cccnc2)cc1,-11,i
O=C(N/N=C/c1ccc(F)cc1)c1ccc(Br)cc1,·,?
COc1ccc(C(CNS(=O)(=O)c2ccccc2)N2CCN(C)CC2)cc1 (configuration not stated),3,-24%[0.0737 µM]
FCCCOc1ccc(/C=N/OCc2ccc(Cl)cc2)cc1,·,?
Cc1ccc(S(=O)(=O)CCC(=O)Nc2ccccc2C)cc1,·,?
CCOc1ccc(-n2c(-c3ccco3)n[nH]c2=S)cc1,28,-21%
COCCNCC(=O)NCC12CC3CC(CC(C3)C1)C2,·,?
O=C(CN1C(=O)NC(Cc2c[nH]c3ccccc23)C1=O)Nc1cccc(S(=O)(=O)N2CCCCCC2)c1 (configuration not stated),·,?
Cc1c(C(=O)Nc2ccc(Nc3ccccc3)cc2)cccc1[N+](=O)[O-],·,?
O=C(Nc1c2c(nn1-c1ccccc1)CS(=O)C2)c1ccco1 (configuration not stated),-5,i
CCS(=O)(=O)N1Cc2ccccc2CC1C(=O)Nc1ccc(OC)cc1OC (configuration not stated),·,?
CCN(CC(=O)NC1CCCC1)S(=O)(=O)c1ccc(F)cc1,-19,i
CNC(=O)c1c(C)nc(SCC(=O)NCc2ccc(OC)cc2)c(C#N)c1-c1ccco1,·,?
O=S(=O)(c1ccc2c(c1)C(=NO)c1cc(S(=O)(=O)N3CCCCC3)ccc1-2)N1CCCCC1,·,?
O=C(Nc1ccc(F)cc1)Nc1nnc(-c2ccccc2)o1,·,?
C=CCn1c(SCCOc2ccccc2)nnc1C(C)NC(=O)c1ccccc1 (configuration not stated),·,?
O=C(NCc1ccc(F)cc1)c1ccc(CS(=O)(=O)c2ccc(Br)cc2)o1,-19,0%
O=S(=O)(Nc1ncnc2sc3c(c12)CCC3)c1cc(F)ccc1F,19,7%
Cc1cc([N+](=O)[O-])nn1CCCC(=O)Nc1sc2c(c1C(N)=O)CCCC2,17,11%
CN(c1ccc(C(=O)N2CCCCC2)cc1)S(C)(=O)=O,·,?
CC1CCN(S(=O)(=O)c2ccc3c(c2)CCN3C(=O)CCC(=O)O)CC1,4,-21%
CCN(CC)C(=O)CSc1nnc(-c2ccccc2)n1-c1ccccc1,·,?
CC(C)CC(=O)NC(=S)Nc1ccc(S(=O)(=O)N2CCN(C)CC2)cc1,·,?
CC1CCCN(CCCNC(=O)c2cc3c(s2)-c2ccccc2OC3)C1 (configuration not stated),·,?
COc1ccccc1CNC(=O)C(=O)NCC1OCCN1S(=O)(=O)c1cccs1 (configuration not stated),7,0%
O=C(NC(=S)NC1CCSC1=O)c1ccccc1Cl (configuration not stated),-5,-4%
COC(=O)c1ccccc1OCC(=O)N1CCN(c2ccc(OC)cc2)CC1,·,?
Cc1nc2c3ccccc3nc(NNC(=O)CCC(=O)NCCC(C)C)n2n1,-5,2%
O=C(/C=C/c1ccc(O)c(O)c1)O[C@@H]1C[C@](O)(C(=O)O)C[C@@H](O)[C@H]1O,-15&-23,-3%&-6%
C(=N\N1CCN(C2c3ccccc3-c3ccccc32)CC1)/c1cccnc1,-9,12%

(list continues)
Compound,S3 lipid droplet cell count max,S3 lipid droplet
CC(=O)NC1(C(F)(F)F)C(=O)Nc2c1c(=O)[nH]c(=O)n2CCc1ccccc1 (configuration not stated),·,?
Cc1ccnc2nc(C(=O)OCC(=O)N3CCc4ccccc43)nn12,·,?
Cc1ccc(C(=O)NN2C(=O)C3C4c5ccccc5C(c5ccccc54)C3C2=O)cc1 (configuration not stated),12,15%
COc1ccc(CC(C)CC(=O)NCCc2ccc(OC)c(OC)c2)cc1 (configuration not stated),·,?
CN1C(=O)/C(=C/c2ccccc2OCc2ccccc2F)NC1=S,·,?
COc1ccc(C)cc1N(C(=O)c1ccco1)C(C(=O)NC1CCCC1)c1cc(OC)c(OC)c(OC)c1 (configuration not stated),·,?
O=c1c2ccccc2ncn1C1CCCCC1,·,?
CCN1CCN(C(=O)CCN2C(=O)c3ccccc3S2(=O)=O)CC1,11,6%
O=C(O)CCCn1cc(NC(=O)COc2cccc(Cl)c2)cn1,·,?
COc1ccc(NC(=O)CCNC(=O)c2ccc([N+](=O)[O-])cc2)cc1S(=O)(=O)N1CCOCC1,-1,-7%
CC(C)COC(=O)NC1c2ccccc2Oc2ccccc21,12,9%
O=C(CSCc1cc(=O)n2ccsc2n1)Nc1ccccc1,·,i
COc1ccc(NC(=O)/C(C#N)=C\c2ccc(OCc3ccc(C(=O)O)cc3)c(OC)c2)cc1,1,8%
CCOC(=O)C1CCN(Cc2c(F)cccc2Cl)CC1,-5,i
COCCCNC(=O)CCc1ccc(S(=O)(=O)Nc2ccc(C)cc2)cc1,·,?
Cc1ccc(Oc2ccc(C=O)cn2)cc1,·,?
Cc1nn(CC2CC2)c(=O)n1-c1ccccc1F,·,?
COCCn1c(=O)[nH]c2cc(C(=O)N3CCN(c4ccccc4F)CC3)ccc2c1=O,-14*,12µM*
Cc1ccnc(NC(=O)c2cccc([N+](=O)[O-])c2C)c1,·,?
CCCCCCSc1ccc([C@H]2N[C@@](CC(C)C)(C(=O)OC)[C@H]3C(=O)N(C)C(=O)[C@@H]23)cc1,·,?
CC1S/C(=N/N=C2CCCCC2)NC1=O (configuration not stated),11,2%
c1ccc2sc(-c3ccc4c(c3)OCO4)nc2c1,·,?
CN(C)c1ccc(C2Nc3ccccc3C(=O)N2NS(C)(=O)=O)cc1 (configuration not stated),17,-14%
COc1ccc(NC(=O)CN(C)C(=O)c2cccc(S(=O)(=O)N3CC4(C)CC3CC(C)(C)C4)c2)cc1 (configuration not stated),·,?
Cc1ccc2[nH]c(=O)c(CN(CC3CCCO3)C(=S)NCc3ccco3)cc2c1 (configuration not stated),-1,22%
CCOc1cccc2sc(N(CCN(CC)CC)C(=O)c3ccc(S(=O)(=O)N4CCCCC4)cc3)nc12,·,?
Cn1ccnc1SCCNC(=O)CCc1nnc(CCc2ccccc2)o1,11,-7%
CCC(C)NC(=O)c1cc2cc3ccc(OC)cc3nc2s1 (configuration not stated),·,?
Cc1ccc(-c2c[n+](CC(=O)Nc3nc(-c4ccc(F)cc4)cs3)c3n2CCC3)cc1,-1,1%
COC(=O)/C(=C\Nc1ccccc1N)c1ncc(C(F)(F)F)cc1Cl,·,?

Part of the list above, set out differently.
Results follow in this order: S3 lipid droplet cell count max	S3 lipid droplet
- CCOC(=O)C1CCN(Cc2c(F)cccc2Cl)CC1
  -5	i
- COCCCNC(=O)CCc1ccc(S(=O)(=O)Nc2ccc(C)cc2)cc1
  ·	?
- Cc1ccc(Oc2ccc(C=O)cn2)cc1
  ·	?
- Cc1nn(CC2CC2)c(=O)n1-c1ccccc1F
  ·	?
- COCCn1c(=O)[nH]c2cc(C(=O)N3CCN(c4ccccc4F)CC3)ccc2c1=O
  -14*	12µM*
- Cc1ccnc(NC(=O)c2cccc([N+](=O)[O-])c2C)c1
  ·	?
- CCCCCCSc1ccc([C@H]2N[C@@](CC(C)C)(C(=O)OC)[C@H]3C(=O)N(C)C(=O)[C@@H]23)cc1
  ·	?

The results go on:
Compound,S3 lipid droplet cell count max,S3 lipid droplet
Cc1nc(CSc2ccccc2)cc(=O)[nH]1,·,?
Cc1ccc(Oc2nc(CN3CCOCC3)nc3sc4c(c23)CCC(C)C4)cc1 (configuration not stated),·,?
COCCc1nnc(NC(=O)C(C)C)s1,·,?
Cn1c(C(C(=O)NCC2CCCO2)N(C(=O)Cn2nnc3ccccc32)C2CCCCC2)nc2ccccc21 (configuration not stated),·,26%
O=C(NCc1ccccc1)C1=C[C@H](C2CC2)C[C@H](OCCCCO)O1,·,?
CCOC(=O)NC(NCc1cccc(C(F)(F)F)c1)(C(F)(F)F)C(F)(F)F,-2,-2%
CS(=O)(=O)c1ccc(-c2cccc(NC(=O)COc3ccccc3)c2)nn1,·,?
CN1CCN(S(=O)(=O)c2cccc(C(=O)Nc3nccs3)c2)CC1,17,-5%
COc1ccccc1C1=NOC(COC(=O)c2ccc3ccccc3n2)C1 (configuration not stated),2,9%
COc1cccc(CNC(=O)c2ccc(OC)c(S(=O)(=O)NC3CCCC3)c2)c1,22,26%
Cc1ccc(S(=O)(=O)Cc2cccc(C(=O)N3CCOCC3)c2)cc1,·,i
Cc1cccnc1NC1OC(=O)c2ccccc21 (configuration not stated),·,?
Cc1ccccc1CNC1CCCCC1,·,?
O=[N+]([O-])c1ccc2c(c1)S(=O)c1ccccc1-2 (configuration not stated),12,0%
COc1ccc(C/C(N)=N/OC(=O)Cc2ccccc2)cc1OC,-25,26%
O=C(CCCNC(=O)c1ccc(Cl)cc1)OCc1cccc(Br)c1,·,?
COC(=O)c1cc(CNC(=O)CC(C)c2ccccc2)ccc1OC (configuration not stated),12,i
CCOCCCNC(=O)CCNC(=O)c1cc(OC)c(OC)c(OC)c1,14,7%
COc1ccc(C(=O)CC(=O)O)c2c1C=CC(C)(C)O2,1,-5%
CC(=O)c1ccc(NC(=O)C2CCCC2)cc1,·,?
COc1ccc(CCNC(=O)N[C@@H](Cc2ccccc2)C(=O)O)cc1,-13,-20%
CCn1c(SCc2ccc(C#N)cc2)nnc1-c1cccc(Cl)c1,0,23%
O=C(CC1CCCCC1)Nc1c2c(nn1-c1ccc(F)cc1)CS(=O)(=O)C2,·,i
C=CCn1c(SCc2n[nH]c(=S)n2-c2ccccc2)nnc1-c1ccccc1,0,8%
NC(=S)Nc1nc2ccccc2[nH]c1=O,·,i
Cc1cc(C)c(C(=O)c2ccc(C(=O)NC(C)(C)C)cc2)c(C)c1,·,i
